# EphA4 KYL inhibition: inhibitors of EphA4 binding to KYL peptide, primary screen, biochemical, colorimetric, mouse EphA4 (AID 689); Ephrin type-A receptor 4 (Mus musculus); EphA4-AP binding to KYL peptide, pNPP A405; higher % means a stronger effect; inhibition, % at 10 µM, or IC50 in µM where a hit was titrated; actives 0.1% (n = 62,000); in the data active means a potency from the dose series; inactive means the rest, 99 in 100 with inhibition below about 22%
# Active calls of the source: *; & = joins results of further samples. This is a subset, so the mix of outcomes need not match the whole.
EphA4 KYL inhibition,compound
-0.7%,COc1cc2nc(CN(C)CC(=O)Nc3ccc(N4CCOCC4)cc3)[nH]c(=O)c2cc1OC
0.5%,O=C(CN1CCCCCC1)Nc1cccc2c1OCO2
1.3%,C=CCNC(=O)CN1CCC(O)(c2ccc(F)cc2)CC1
-15.0%,CC(O)/C=C/c1cccc[n+]1C (configuration not stated)
-7.3%,O=C(c1cnn2c(-c3ccccc3)cc(-c3ccccc3)nc12)N1CCSCC1
1.7%,COc1ccc(-c2cn3ccccc3n2)cc1OC
-6.0%,Cc1cc(Oc2ccccc2)nc(NCc2ccccc2)n1
-5.1%,CNC(=O)CC(C(=O)O)c1ccc(OC(C)C)cc1 (configuration not stated)
-9.9%,Cc1cccc(NC(=O)CSc2nnc([C@@H](N)Cc3ccccc3)o2)c1C
-7.4%,CCOc1ccc2nc(SC3CC(=O)N(c4ccc(OC)cc4)C3=O)sc2c1 (configuration not stated)
-7.0%,COc1ccc(NC(=O)CSc2nncn2C)c([N+](=O)[O-])c1
-8.0%,COc1ccccc1NC(=O)c1cc(S(=O)(=O)N2CCC3(CC2)OCCO3)ccc1F
2.3%,O=C1N/C(=C\c2ccc(O)cc2)C(=O)c2ccccc21
-4.2%,O=S1(=O)N=C2CCCCCN2C(c2ccncc2)N1 (configuration not stated)
-7.2%,CN(C)Cc1cc(CN(C)C)c(O)c(CCc2ccccc2)n1
-8.0%,COc1ccc(/C=C/C(=O)NC(=S)Nc2ccc(I)cc2)cc1
1.7%,COc1ccc(NC(=S)N2CCC(c3nc4ccc(Cl)cc4[nH]3)CC2)c(OC)c1
11.4%,CCNC(=O)C/C(C)=N/NC(=O)C12CC3CC(CC(C3)C1)C2
13.4%,CCN1CCN(c2nc(SC)nc3sc4c(c23)CC(C)(C)OC4)CC1
-2.9%,CCOC(=O)/C=c1\s/c(=C\c2ccccc2OC)c(=O)n1CC(=O)N1CCOCC1
-7.0%,N#Cc1c(NC(=O)CSCC(=O)O)sc2c1CCCC2
-4.8%,CCCCOc1cccc(C(=O)Nc2cccc(-c3nc4ncccc4o3)c2)c1
5.7%,COc1ccccc1N1CCN(C(=O)CN(c2ccc(C)cc2C)S(=O)(=O)c2ccccc2)CC1
-10.6%,CCOC(=O)c1[nH]nc2c1C(=O)N(CC)C2=O
-8.1%,COc1cc(-c2nc3n(n2)C(c2ccncc2)C(C(N)=O)=C(C)N3)cc(OC)c1OC (configuration not stated)
-3.2%&-5.6%,C=CCn1c(CSc2nc3ccccc3s2)n[nH]c1=S
-5.0%,COc1ccc(-c2cc(C(F)(F)F)nc(S(C)(=O)=O)n2)cc1
-1.6%,COC(=O)c1cc(CSc2nc3ccc(C)cc3[nH]2)oc1C
-1.5%,Cc1cc(C)n(C(CC(=O)N2CCc3ccccc3C2)C(=O)O)n1 (configuration not stated)
-12.2%,Cc1ccc(N=Nc2c(N)[nH]n3c(=O)cc(-c4ccccc4)nc23)cc1

# Continuation.
EphA4 KYL inhibition,compound
-0.7%,CCc1ccc(N/C(SCc2ccccc2C)=C(/C#N)C(=O)NCc2ccco2)cc1
6.2%,CC(C)(CN1CCOCC1)NS(=O)(=O)c1ccc(Cl)cc1
-8.7%,C=CCNC(=O)CN(c1ccc(C)cc1)S(=O)(=O)c1ccc(OCC)cc1
-3.5%,COc1ccc(N2C(=O)CC(S/C(N)=N/N=C(\C)c3cccs3)C2=O)cc1 (configuration not stated)
-3.8%,O=C(NCCO)C1CCN(S(=O)(=O)c2ccc(F)cc2)CC1
-16.0%,O=C(/C=C/c1ccccc1)Nn1cnnc1
2.5%,COc1ccc(-c2nc(CSCC(=O)NCC3CCCO3)c(C)o2)cc1OC (configuration not stated)
-16.2%,CCOC(=O)C1=C(c2ccccc2)N(C)C(=O)NC1c1ccc(OC(F)F)c(OC)c1 (configuration not stated)
-2.1%,Cc1ccc(Cc2cnc(NC(=O)c3cccs3)s2)cc1
15.6%,CCOc1cc(/C=c2\sc3n(c2=O)C(c2cccc(OC)c2)C(C(=O)Nc2ccccc2)=C(C)N=3)ccc1O (configuration not stated)
2.9%,CC1CCC/C(=C\Nc2ccc(O)cc2)C1=O (configuration not stated)
-7.1%,C=CCn1cnc2scc(-c3ccccc3)c2c1=O
-13.4%,Nc1c(-c2ccccc2Cl)cnn1-c1cccc([N+](=O)[O-])c1
5.5%,CCOc1ccc(N2C(=O)CC(Sc3nc4ccc(OCC)cc4s3)C2=O)cc1 (configuration not stated)
-12.2%,COc1ccccc1C1SCCN1S(C)(=O)=O (configuration not stated)
-4.9%,Cc1cc(C)c2cc(C)c3nnc(SCC(=O)NCc4ccc5c(c4)OCO5)n3c2c1
-8.9%,COc1ccc(NC(=O)c2cc3n(n2)C(C(F)(F)F)CC(c2ccco2)N3)cc1 (configuration not stated)
-1.0%,C=CCc1ccccc1OCC(O)CN1CCN(c2ccc(OC)cc2)CC1 (configuration not stated)
-7.9%,CCCCNc1cc(C)nc(NCc2ccccc2)n1
-10.5%,CC(C)CC(=O)Nc1ccc(C(=O)NNC(=S)NC(=O)C2CCCCC2)cc1
10.0%,COc1ccc(C(=O)/C=C2\NCC3c4ccccc4CCN3C2=O)cc1 (configuration not stated)
-8.4%,O=C1CCCc2c1cc(-c1ccccc1)n2-c1ccccc1
-3.1%,O=C(c1ccccc1)c1ccc(OC(=O)N2CCOCC2)cc1
-6.6%,Clc1ccc(-c2cnc(Oc3ccccc3)nc2)cc1
-4.7%,CCCn1c2c(c(O)c(C(=O)Nc3nccs3)c1=O)CCCC2
-10.4%,COc1ccc2c(=O)c(-c3cnn(-c4ccccc4)c3)c(C)oc2c1
7.5%,CC(=O)Cn1c(N2CCC(Cc3ccccc3)CC2)nc2c1c(=O)[nH]c(=O)n2C
31.2%,CCC(Oc1ccccc1)C(=O)Nc1ccccn1 (configuration not stated)
0.0%,Cc1c(NC(=O)CSc2nnc(-c3cccc(F)c3)n2-c2ccccc2)c(=O)n(-c2ccccc2)n1C
0.7%,CCN1CCN(C(=S)Nc2ccc(Cl)cc2)CC1

# (next part)
EphA4 KYL inhibition,compound
-16.3%,O=C(Nc1ccc(Cl)cc1)N[C@@H]1c2c(ccc3ccccc23)OC[C@@H]1CO
-2.3%,Cc1ccc2c(c1)NC(c1cccc(O)c1)C1=C(CC(C)(C)CC1=O)N2 (configuration not stated)
-7.8%,COc1ccc(N2C(=O)CC(N3CCN(c4ccc(C(=O)c5cccnc5)cc4)CC3)C2=O)cc1 (configuration not stated)
-5.5%,COc1ccc(/C(C)=N/N=C2/NC(=O)C(CC(=O)Nc3cc(Cl)ccc3Cl)S2)cc1 (configuration not stated)
-12.8%,CCN(CC)Cc1cc(C(C)=O)ccc1O
-10.8%,O=C1OCCC1Sc1nnc(-c2ccccc2)o1 (configuration not stated)
-0.3%,Cc1cc(C)cc(OCC(=O)NNC(=O)c2cc3ccccc3oc2=O)c1
-5.6%,O=C(NCc1ccccc1)C(c1cccs1)N(Cc1cccs1)C(=O)c1cnccn1 (configuration not stated)
-4.0%,CCOCCCN1CN(S(=O)(=O)c2ccc(Cl)cc2)c2nc3ccccc3nc21
-13.1%,CCOC(=O)N1CCOCCOCCN(C(=O)OCC)CCOCC1
0.5%,CCCOc1ccc(C(=O)Nc2cc(-c3nn4c(C)nnc4s3)ccc2C)cc1
-10.1%,c1nnc2c3c4c(sc3ncn12)CCC4
-7.8%,CCn1c(=O)cc(OCC(=O)N(C)c2ccccc2F)c2ccccc21
1.5%,CCCCn1cnc2cc(NCc3cccc(OC)c3O)ccc21
2.4%,O=C(NCCc1ccc(Cl)cc1)C1CCCN(S(=O)(=O)c2cnc[nH]2)C1 (configuration not stated)
6.4%,NC1=NC(c2cccc(O)c2)n2c(nc3ccccc32)N1 (configuration not stated)
-3.9%,O=C(Cc1cccs1)Nc1cccc(C(F)(F)F)c1
-25.2%,COc1ccc2nc(C(F)(F)C(F)(F)F)c(C#N)c(N)c2c1
-11.2%,Cc1cccc2sc(NC(=O)c3ccccc3C(=O)O)nc12
2.2%,Cc1cccc(NC(=O)c2sc3nc4c(c(-c5ccco5)c3c2N)CCC4)c1
-13.3%,CC(C)CC(c1nnnn1C(C)C)N1CCN(c2cccc(Cl)c2)CC1 (configuration not stated)
-7.6%,CC1(C)Cc2ccccc2-c2nc(CN3CCOCC3)[nH]c(=O)c21
-10.6%,CCN(CC)C(=O)CSC1=Nc2ccccc2C2=NC(c3ccccc3)C(=O)N12 (configuration not stated)
-9.4%,Cc1cccc(C)c1N1CCc2cn[nH]c21
-18.5%,COc1ccc(C2SCC(=O)N2C)cc1 (configuration not stated)
-7.4%,Cc1ccc(-c2c3c(nc4sc(C(N)=O)c(N)c24)CCC3)cc1
9.1%,COc1cc2nc(C3CCC3)n(NC(=O)C3CCC3)c(=O)c2cc1OC
-8.0%,CCC(CC)C(=O)c1c[nH]c(C(=O)NCCCn2ccnc2)c1
1.0%,Cc1ccsc1C1C=C(c2cccc(Br)c2)Nc2ncnn21 (configuration not stated)
-8.5%,CC(C)[C@H](NC(=O)CCn1nnc2ccccc2c1=O)C(=O)O

# 20 consecutive records from above, for reference:
EphA4 KYL inhibition,compound
-0.7%,COc1cc2nc(CN(C)CC(=O)Nc3ccc(N4CCOCC4)cc3)[nH]c(=O)c2cc1OC
0.5%,O=C(CN1CCCCCC1)Nc1cccc2c1OCO2
1.3%,C=CCNC(=O)CN1CCC(O)(c2ccc(F)cc2)CC1
-15.0%,CC(O)/C=C/c1cccc[n+]1C (configuration not stated)
-7.3%,O=C(c1cnn2c(-c3ccccc3)cc(-c3ccccc3)nc12)N1CCSCC1
1.7%,COc1ccc(-c2cn3ccccc3n2)cc1OC
-6.0%,Cc1cc(Oc2ccccc2)nc(NCc2ccccc2)n1
-5.1%,CNC(=O)CC(C(=O)O)c1ccc(OC(C)C)cc1 (configuration not stated)
-9.9%,Cc1cccc(NC(=O)CSc2nnc([C@@H](N)Cc3ccccc3)o2)c1C
-7.4%,CCOc1ccc2nc(SC3CC(=O)N(c4ccc(OC)cc4)C3=O)sc2c1 (configuration not stated)
-7.0%,COc1ccc(NC(=O)CSc2nncn2C)c([N+](=O)[O-])c1
-8.0%,COc1ccccc1NC(=O)c1cc(S(=O)(=O)N2CCC3(CC2)OCCO3)ccc1F
2.3%,O=C1N/C(=C\c2ccc(O)cc2)C(=O)c2ccccc21
-4.2%,O=S1(=O)N=C2CCCCCN2C(c2ccncc2)N1 (configuration not stated)
-7.2%,CN(C)Cc1cc(CN(C)C)c(O)c(CCc2ccccc2)n1
-8.0%,COc1ccc(/C=C/C(=O)NC(=S)Nc2ccc(I)cc2)cc1
1.7%,COc1ccc(NC(=S)N2CCC(c3nc4ccc(Cl)cc4[nH]3)CC2)c(OC)c1
11.4%,CCNC(=O)C/C(C)=N/NC(=O)C12CC3CC(CC(C3)C1)C2
13.4%,CCN1CCN(c2nc(SC)nc3sc4c(c23)CC(C)(C)OC4)CC1
-2.9%,CCOC(=O)/C=c1\s/c(=C\c2ccccc2OC)c(=O)n1CC(=O)N1CCOCC1

# Three structures from above, ordered by molar mass, high to low.
EphA4 KYL inhibition,compound
-4.8%,CCCCOc1cccc(C(=O)Nc2cccc(-c3nc4ncccc4o3)c2)c1
-7.0%,COc1ccc(NC(=O)CSc2nncn2C)c([N+](=O)[O-])c1
-9.4%,Cc1cccc(C)c1N1CCc2cn[nH]c21

# The list goes on:
EphA4 KYL inhibition,compound
-8.5%,Cc1ccc2nc(-c3ccc(NS(C)(=O)=O)cc3)cc(-c3ccccc3)c2c1
-3.3%,CCOC(=O)Cc1csc(NC(=O)CSc2nc3cccnc3n2CC)n1
-1.8%,COc1ccccc1C1(CC(=O)N2CCCCC2)CCOC(C(C)C)C1 (configuration not stated)
5.8%,Cc1cccc2c(SCC(=O)NCC3CCCO3)nc(-c3ccc(F)cc3)nc12 (configuration not stated)
-16.7%,COc1ccc2[nH]c(=O)c(CN(CCN3CCCC3)C(=O)Nc3ccccc3Cl)cc2c1
4.9%,Cc1nn(C)c(C)c1S(=O)(=O)N1CCC(C(=O)Nc2ccc3c(c2)OCCO3)CC1
-1.4%,CCCCCCOC(=O)CCn1[nH]c(=O)c2ccccc2c1=O
6.9%,CCOC(=O)c1c(N)sc2c1CCC(C)C2 (configuration not stated)
-6.4%,Fc1ccc(CSc2ncnc3sc4c(c23)CCCC4)cc1
4.7%,COc1ccc(/C(O)=C2/C(=O)C(=O)N(Cc3cccnc3)C2c2ccco2)cc1OC (configuration not stated)
-5.8%,Cc1ccc(NC(=O)C(=O)NCCN2CCN(S(C)(=O)=O)CC2)cc1
-7.4%,O=C(NCCc1cccs1)C1CC(c2cccc([N+](=O)[O-])c2)=NO1 (configuration not stated)
0.8%,COc1ccc(CC(=O)OCc2cc3cccc(C)c3[nH]c2=O)cc1
-7.9%,CCOC(=O)c1nn(-c2ccccc2)c(=O)cc1SC(C)CC (configuration not stated)
5.6%,CCC(=O)N(CCC(c1ccccc1)c1ccco1)Cc1cccs1 (configuration not stated)
-17.7%,CC(C)(C)n1nc2c(c1NC(=O)COc1ccc3ccccc3c1)CS(=O)C2 (configuration not stated)
-8.7%,O=C(NC(C(Cl)(Cl)Cl)S(=O)(=O)c1ccccc1)c1ccccc1 (configuration not stated)
-0.7%,COc1ccc(CCNC(=O)c2cnccn2)cc1
-4.1%,O=C(O)CP(=O)(c1ccccc1)c1ccccc1
-7.6%,CCN(CC)CCN1C(=O)c2oc3ccccc3c(=O)c2C1c1ccc(C)cc1 (configuration not stated)
7.4%,O=C(CNC(=O)c1ccc(Cl)cc1Cl)NCCCn1ccnc1
-10.4%,CN(C)CCCOc1ccc(Cl)cc1Br
-12.7%&0.7%,CCO/C(C)=C1\C(=O)N(CC)c2ccccc21
-19.1%,CC(C)c1ccc(NC2(C#N)C(=O)Nc3ccccc32)cc1 (configuration not stated)
-16.7%&-8.9%,Cc1ccc(-c2noc(C3CCCCC3)n2)cc1
-7.8%,COc1ccc(N2CCN(Cc3cc(=O)oc4cc(-c5ccccc5)c(O)cc34)CC2)cc1
-3.4%,O=C(Nn1cnc2ccccc2c1=O)c1ccc(F)cc1Cl
-6.9%,COC(=O)C(CCSC)NC(=O)CNS(=O)(=O)c1ccc(Br)cc1 (configuration not stated)
-3.9%,O=C1C=C(N2CCN(C(=O)c3ccccc3)CC2)C2(CCCCC2)O1
-10.8%,O=C(O)CCCCCNC(=O)c1cccc(Br)c1

# Screening results from PubChem BioAssay.
